Assay outcomes as filed in PubChem.
D2 potentiator: positive allosteric modulators of human D2 dopamine receptor. P14416. HEK293 T-REx D2, calcium flux, EC20 dopamine potentiation. potentiation, % at 10 µM. 340,000 tested, 0.34% active. AID 485347;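 active means potentiation over 3 SD above the plate norm, cut at about 30% in these data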; further: 0% is about no effect
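Tetracycline-induced HEK293 T-REx cells force-coupled to calcium signalling expressed D2; compounds were pin-added after a 10 s baseline, read kinetically 180 s, then an EC20 dopamine challenge followed with a further 180 s calcium read.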
RXFP1 ag: RXFP1 (human) receptor agonism; Q9HBX9; HEK293T-RXFP1 cAMP TR-FRET, 30 min; response scale: percent of porcine relaxin response, buffer zero; Potency, µM (highest dose often 57.5 µM), for inactives: top-dose activation, actives largely listed as activators; 370,000 tested, 0.3% active; active means well fitted activation curve with a large enough effect; inconclusive means small, poorly fitted or top-dose-only effect; further: potency means the concentration at half of the fitted maximal effect; on the % scale 0 is the no-effect control and ±100 the full control effect; nearly all actives have a fitted effect of over 60% in size; many of its hits are not listed in these tables
Target sequence (Q9HBX9 whole entry, looked up): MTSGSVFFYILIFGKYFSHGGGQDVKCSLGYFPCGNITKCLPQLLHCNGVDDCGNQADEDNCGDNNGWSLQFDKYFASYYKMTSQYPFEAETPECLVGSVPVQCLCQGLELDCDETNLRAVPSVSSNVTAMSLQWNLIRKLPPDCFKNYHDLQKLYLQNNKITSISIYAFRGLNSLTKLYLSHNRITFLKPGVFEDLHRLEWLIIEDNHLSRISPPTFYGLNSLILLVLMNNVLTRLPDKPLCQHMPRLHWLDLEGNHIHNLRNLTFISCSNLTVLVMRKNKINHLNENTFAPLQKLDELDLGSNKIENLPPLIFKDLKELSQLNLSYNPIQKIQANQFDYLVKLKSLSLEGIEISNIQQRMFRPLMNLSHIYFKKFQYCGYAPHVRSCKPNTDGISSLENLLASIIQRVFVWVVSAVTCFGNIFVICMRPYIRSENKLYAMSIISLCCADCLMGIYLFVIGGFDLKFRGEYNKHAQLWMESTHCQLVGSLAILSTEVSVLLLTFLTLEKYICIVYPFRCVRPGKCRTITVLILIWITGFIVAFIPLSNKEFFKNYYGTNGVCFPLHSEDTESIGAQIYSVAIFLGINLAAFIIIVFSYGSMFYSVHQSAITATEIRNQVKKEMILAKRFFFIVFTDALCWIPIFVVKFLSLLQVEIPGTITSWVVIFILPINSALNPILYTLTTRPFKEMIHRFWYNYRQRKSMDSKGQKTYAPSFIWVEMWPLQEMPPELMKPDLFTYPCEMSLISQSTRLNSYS
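Agonist response is measured as cAMP accumulation in an RXFP1-transfected HEK293T line under PDE4 inhibition. Values are scaled between buffer-only and 29 nM porcine relaxin, and EC50s come from standard Hill equation fits.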
D1 potentiator: enhances dopamine response at the human D1 receptor | 360,000 tested, 0.036% active | HEK293 TREx D1 cells, calcium flux, dopamine EC20 potentiation | P21728 | potentiation, % at 10 µM | AID 504651; in the data active means potentiation above about 30%; further: 0% is about no effect
D2 antagonist: antagonists of human D2 dopamine receptor; 340,000 tested, 2% active; P14416; inhibition, % at 10 µM; HEK293 TREx D2 cells, calcium flux, dopamine EC80; in the data active means inhibition above about 30%; further: 0% is about no effect
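Measurement of antagonist activity uses fluorescent calcium dye in inducible HEK293 T-REx D2 cells: 10 s baseline, compound addition with 180 s read, EC80 dopamine addition with a further 180 s read.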
RXFP1 antagonist: antagonists of human relaxin receptor RXFP1 | AID 1259400 | HEK293-RXFP1, relaxin-stimulated cAMP HTRF, 30 min; active compounds read low | 350,000 tested, 0.59% active | Q9HBX9 | activity change, negative = inhibition, % at 57.5 µM;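 active means activity change of -60% or lower, but not beyond a set lower limit; inconclusive means change between -60% and -40%, or beyond the set limit; inactive means change above -40%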; further: on the % scale 0 is the no-effect control and ±100 the full control effect
D2 ag: D2 dopamine receptor (human) agonism; AID 485358; HEK293 T-REx D2 cells, calcium flux agonist mode; P14416; 340,000 tested, 0.53% active; activation, % at 2 µM;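 active means activation over 3 SD above normal in the single-dose calcium agonist read, cut at about 30% in these data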; further: 0% is about no effect
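Tetracycline-induced HEK293 T-REx cells with force-coupled D2 receptor, plated overnight at 30 C, loaded with no-wash calcium dye. After a 10 s baseline, compound was pin-added and calcium flux read kinetically for 180 s; calcium rises flagged agonists.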
D1 antagonist: antagonists of human D1 dopamine receptor | 360,000 tested, 3.2% active | AID 504652 | P21728 | activity change, negative = inhibition, % at 10 µM | HEK293 TREx D1 cells, calcium flux, dopamine EC80; active compounds read low; in the data active means activity change below about -30%; further: on the % scale 0 is the no-effect control and ±100 the full control effect
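HEK293 T-REx cells expressing inducible, force-coupled D1 receptor; no-wash Ca dye, 30–90 min RT. Cmpd → 180 s read at 1 Hz → EC80 DA → 180 s read.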
D1 agonist: human D1 receptor agonism; HEK293 T-REx D1 cells, calcium flux, agonist mode; 360,000 tested, 1% active; activation, % at 2 µM; P21728; AID 504660; in the data active means activation above about 30%; further: 0% is about no effect
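Tetracycline-induced HEK293 TREx D1 cells, force-coupled to calcium signalling, were dye-loaded with a no-wash calcium kit. Compound was pin-added after a 10 s baseline. Fluorescence was read kinetically at 1 cycle/s for 180 s, with calcium rises flagged as agonism.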
TRHR PAM: TRH receptor (human) allosteric enhancement; P34981; TRHR cells, fluo-8 calcium fluorescence, EC20 TRH enhancement; enhancement, % at 2 µM; 360,000 tested, 0.66% active; in the data active means enhancement above about 30%; further: 0% is about no effect
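TRHR-expressing cells loaded with fluo-8 calcium dye were read kinetically (ex 480/em 530) during compound addition, then stimulated with an EC20 of TRH (10 nM final). Enhancement of the Gq-mediated intracellular calcium response was scored.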
Numbers without * were called inactive; ? = inconclusive; . = not tested or not shown; & = joins results of further samples. This is a subset; rates above refer to the full screens.

1	O=C(O)c1ccc(Cl)c(S(=O)(=O)Nc2ccccc2N2CCOCC2)c1
2	S=c1nc[nH]c2nc[nH]c12
3	COCC1CCCN(C(=O)c2cc(COc3cccc4cccnc34)on2)C1 (stereo not drawn)
4	Cc1c(Cl)cccc1-n1ncc(C(=O)Nc2ccc3c(c2)OCCO3)c1C1CCN(C(=O)OC(C)(C)C)CC1
5	O=C(COC(=O)c1ccccc1O)NCCC1=CCCCC1
6	COc1cc(/C=C/C(=O)OCC(=O)Nc2ccc([N+](=O)[O-])cc2)ccc1O
Assay by compound,1,2,3,4,5,6
D2 potentiator,5,5&-2,10,-3,-15,1
RXFP1 ag,4.7%,0.9%&3.0%,3.5%,-0.8%,-2.2%,1.2%
D1 potentiator,2,-1&-1,-2,-2,-3,-1
D2 antagonist,19,2&-9,7,.,12,-15
RXFP1 antagonist,-3,-15,-3,-11,-6,-10
D2 ag,-3.7,-0.3&0.3,0.5,0.4,-0.1,1.1
D1 antagonist,2,14&3,7,-13,2,-14
D1 agonist,2,3&1,0,3,-2,31*
TRHR PAM,-1,-2&10,5,-4,-4,-5

7	CCOc1ccccc1CN1CCC(CO)(CCOc2ccccc2)CC1
8	Cc1ccc(-c2cc(C(=O)N3CCN(C4CCS(=O)(=O)C4)CC3)c3ccccc3n2)cc1 (stereo not drawn)
9	CCc1nc(SCC(=O)Nc2ccccc2)c2c(=O)n(C)c(=O)n(C)c2n1
10	O=C(Nc1ccc(Cl)c([N+](=O)[O-])c1)ONC1=NCCCCC1
11	CCC(Oc1ccccc1)C(=O)Nc1ccccc1C(=O)N1CCOCC1 (stereo not drawn)
12	CC(C)(C)NC(=O)CCc1nnc(Cc2c[nH]c3ccccc23)o1
Assay by compound,7,8,9,10,11,12
D2 potentiator,15,-6,0,.,.,.
RXFP1 ag,7.0%,0.5%,13%,-0.3%,1.6%,-1.9%
D1 potentiator,-1,-5,4,-5,-10,-3
D2 antagonist,27,-53,-3,.,.,.
RXFP1 antagonist,-10,1,-9,0,-7,2
D2 ag,0.4,0.4,-0.3,.,.,.
D1 antagonist,16,10,6,-7,5,-51*
D1 agonist,30*,4,0,3,0,3
TRHR PAM,5,-1,3,1,-6,-10

13	CC(C)CC1NC(=O)N(CC(=O)Nc2ccc(-c3ccccc3)cc2)C1=O (stereo not drawn)
14	Cc1ccc(NC(=O)CN(C)S(=O)(=O)c2cccc3nsnc23)c(C)c1
15	CC(C)(C)OC(=O)Cc1nnc(-c2cc3ccccc3[nH]2)s1
16	COc1ccccc1CNC(=O)c1nnc(Cc2ccc(Cl)cc2)o1
17	Cc1cc([N+](=O)[O-])ccc1NC(=O)c1ccco1
18	CCC(O)CC(C(=O)NNc1ccccc1)C(=O)NNc1ccccc1 (stereo not drawn)
Assay by compound,13,14,15,16,17,18
D2 potentiator,-5,-1,.,-5,17,.
RXFP1 ag,-1.2%,0.2%,.,3.7%,0.5%,0.5%
D1 potentiator,-4,2,0,2,0,-2
D2 antagonist,-11,.,.,-23,4,.
RXFP1 antagonist,-3,-9,.,.,-17,-10
D2 ag,0.9,-0.4,.,-0.1,-0.6,.
D1 antagonist,2,-11,8,1,-7,-3
D1 agonist,3,-1,2,-1,6,0
TRHR PAM,14,-2,-3,-12,46*,-1

Some entries already given with just D2 antagonist, D1 potentiator and D1 antagonist:
No.	SMILES	D2 antagonist	D1 potentiator	D1 antagonist
16	COc1ccccc1CNC(=O)c1nnc(Cc2ccc(Cl)cc2)o1	-23	2	1
17	Cc1cc([N+](=O)[O-])ccc1NC(=O)c1ccco1	4	0	-7
18	CCC(O)CC(C(=O)NNc1ccccc1)C(=O)NNc1ccccc1 (stereo not drawn)	.	-2	-3
13	CC(C)CC1NC(=O)N(CC(=O)Nc2ccc(-c3ccccc3)cc2)C1=O (stereo not drawn)	-11	-4	2

(next part)
19	S=C(NCC1CCCO1)N1CCN(c2nc(-c3ccc(Cl)cc3)cs2)CC1 (stereo not drawn)
20	Cn1cc(S(=O)(=O)NCC2CCCO2)c(=O)n(C)c1=O (stereo not drawn)
21	Cc1ccc(-c2nonc2NC(=O)c2ccc(F)cc2)cc1C
22	COc1ccc(-n2c(=O)c3c4c(sc3n3c(=S)[nH]nc23)CCCC4)cc1
23	O=C(O)CCc1ccc(-c2ccccc2)n1-c1cccc(O)c1
24	Cc1cccc(C)c1OCCNC(=O)OCc1ccccc1
Assay by compound,19,20,21,22,23,24
D2 potentiator,1,-6,-6,5,.,-13
RXFP1 ag,0.5%,0.5%,?,-0.2%,-0.2%,0.9%
D1 potentiator,-1,0,0,-2,4,-5
D2 antagonist,-1,0,.,4,-3,-7
RXFP1 antagonist,4,-8,-8,-6,16,-4
D2 ag,0.1,-0.3,-0.6,0.9,1.1,-1.8
D1 antagonist,-30*,-5,-4,-10,7,-14
D1 agonist,1,1,0,1,5,1
TRHR PAM,-2,-3,-3,5,1,1

25	COc1ccc(N2CCN(S(=O)(=O)c3cn(C)cn3)CC2)cc1
26	CN1CCN(CCCNC(=O)c2ccc(/C=C3\Oc4ccccc4N(Cc4ccccc4F)C3=O)cc2)CC1
27	CSCCC(NC(=O)c1ccccc1)C(=O)NCc1ccc(S(N)(=O)=O)cc1 (stereo not drawn)
28	C/C(=N\NC(=S)NCC(C)(C)C)c1cc(F)cc(F)c1O
29	CC1(C)CC(NCCN2CCN(C3=CC(=C(C#N)C#N)CC(C)(C)C3)CC2)=CC(=C(C#N)C#N)C1
30	Cc1ccc(C(=O)Nc2nn(C)c3cccc(F)c23)cc1
Assay by compound,25,26,27,28,29,30
D2 potentiator,1,14,-8,-17,20,4
RXFP1 ag,0.2%,11%,3.6%,0.1%,1.3%,3.3%
D1 potentiator,-2,-10,-5,-11,-5,-8
D2 antagonist,-5,7,31*,37*,-1,.
RXFP1 antagonist,-2,-6,1,?,2,4
D2 ag,-0.1,-0.7,1.3,1.8,-0.9,.
D1 antagonist,8,-47*,22,-85*,2,1
D1 agonist,5,103*,1,22,0,3
TRHR PAM,4,0,9,7,2,9

31	Cc1nn(-c2ccccc2)c(N2CCCCC2)c1/C=N/NC(=O)c1ccncc1
32	CCc1ccc(/C=C/C(=O)c2c(C)cc(C)[nH]c2=O)cc1
33	O=[N+]([O-])c1ccc(CN2C=NS(=O)(=O)c3ccccc32)cc1
34	COc1ccc(C2=Nc3ccccc3NC(c3cccs3)=N2)cc1
35	Nc1nnc(SCC(=O)Nc2ccc(F)c(Cl)c2)n1-c1ccccc1
36	COCCNC(=S)N/N=C(\C)c1ccc(Cl)s1
Assay by compound,31,32,33,34,35,36
D2 potentiator,8,13,1,-2,-5,4
RXFP1 ag,1.2%,1.2%,1.9%,-1.8%,3.0%,0.0%
D1 potentiator,-1,-2,-9,-2,0,-4
D2 antagonist,-12,-3,7,.,16,-2
RXFP1 antagonist,-3,3,4,-30,3,1
D2 ag,-0.2,0.0,1.4,-0.9,0.4,0.2
D1 antagonist,9,2,13,-5,0,7
D1 agonist,1,1,1,0,4,1
TRHR PAM,8,-1,-4,8,4,0

37	CCOc1ccccc1-c1nnc(SCC(=O)NC2CC2)n1CC
38	CC(=O)C1=C(O)C(=O)N(c2ccc(C)cc2)C1c1ccc([N+](=O)[O-])cc1 (stereo not drawn)
39	CC(=O)c1cccc(Nc2cc(C)nc3c(C)cc(C)cc23)c1
40	CCOCCCNC(=O)C(NC(=O)Cc1cccs1)c1ccc(C)cc1 (stereo not drawn)
41	CCc1ccc(CN(C)C(=O)C2CCC(=O)N(Cc3cccc(OC)c3)C2)nc1 (stereo not drawn)
42	Cc1oc2nc(SCC(=O)Nc3ccc(S(N)(=O)=O)cc3)nc(NC(=O)c3ccccc3)c2c1C
Assay by compound,37,38,39,40,41,42
D2 potentiator,-5,13,15,-7,-18,2
RXFP1 ag,-1.1%,0.2%,0.0%,0.4%,-1.6%,1.3%
D1 potentiator,-4,7,-6,-3,-3,-8
D2 antagonist,2,.,3,-11,-9,-3
RXFP1 antagonist,-11,-1,-5,-15,-12,-4
D2 ag,0.2,.,-1.1,2.8,0.4,0.5
D1 antagonist,-5,-3,-25,-44*,-2,-10
D1 agonist,5,5,-1,1,6,5
TRHR PAM,-3,2,1,-3,-2,7

43	O=C(O)CCCC(=O)Nc1ccc(-n2ccc(C(F)(F)F)n2)cc1
44	CCSc1nc(-c2ccccc2OC)nc2c1Cc1c(CO)cnc(C)c1O2
45	COc1nc(OC)nc(N2CCC(C(=O)NC3CCCCCC3)CC2)n1
46	O=S1(=O)[C@H]2C[C@@H]3C=C[C@@]2(CN1Cc1ccc(F)cc1)O3
47	Cc1ccc(OCC(=O)Nc2ccc(S(=O)(=O)Nc3ncccn3)cc2)c(C(C)(C)C)c1
48	COC(=O)c1sc(SC)c(S(=O)(=O)C(C)C)c1N
Assay by compound,43,44,45,46,47,48
D2 potentiator,-1,-5,24,-2,-1,-8
RXFP1 ag,1.9%,1.3%,0.7%,0.4%,-2.5%,-0.5%
D1 potentiator,4,2,11,-5,2,2
D2 antagonist,1,.,7,2,.,-3
RXFP1 antagonist,-1,-3,-3,.,.,1
D2 ag,-0.1,-0.5,-1.9,0.1,.,0.1
D1 antagonist,5,-8,6,-27,-31*,-14
D1 agonist,2,-1,0,2,-3,0
TRHR PAM,1,4,23,-2,-3,-3

49	Cc1ccnc(NC(=O)c2ccc3c(c2)C(=O)N(CCC(C)C)C3=O)c1
50	CC(=O)Oc1ccc2nc(-c3ccco3)oc(=O)c2c1
51	CC(=O)N1CCN(S(=O)(=O)c2cccc(C(=O)NNC(=O)COc3ccc(F)cc3)c2)CC1
52	O=C(COc1ncnc2ccccc12)NCCCN1CCCC1=O
53	CCc1cccc(NC(=O)C2CCC(CNS(=O)(=O)c3ccc(Br)s3)CC2)c1 (stereo not drawn)
54	COc1ccc(C(=O)CSc2nnc(-c3ccc(S(=O)(=O)N4CCOCC4)cc3)o2)cc1
55	CC1CCCC(C)N1c1nnc(NC(=O)c2cc(-c3ccc(Br)cc3)on2)s1 (stereo not drawn)
Assay by compound,49,50,51,52,53,54,55
D2 potentiator,-20,-6,1,.,-3,7,0
RXFP1 ag,13%,2.1%,1.5%,2.0%,-1.9%,24%,0.6%
D1 potentiator,5,-6,-3,-3,2,-7,-2
D2 antagonist,3,3,-6,.,.,-8,13
RXFP1 antagonist,-7,-11,3,5,-16,-3,3
D2 ag,1.0,-1.0,0.5,.,1.2,2.3,-0.4
D1 antagonist,9,23,18,1,6,-13,-1
D1 agonist,4,5,1,1,8,6,1
TRHR PAM,30,-5,-3,-1,-2,1,1
